mIAP block: inhibitors of mouse IAP, primary screen, biochemical, luminescence, uHTS; intestinal alkaline phosphatase [Mus musculus]; purified mouse IAP, CDP-Star luminescence, 30 min; inhibition, % at 10 µM; 330,000 tested, 0.2% active; AID 2806, 2010;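 active means inhibition of at least 40% at 10 µM in the primary screen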;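 further: plate controls were DMSO with enzyme for no effect and no enzyme wells for full effect; values of inactives mirror those of a sister screen read the other way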
hIAP activ: human IAP activators, primary screen, biochemical, luminescence, uHTS; activation factor at 10 µM; purified human IAP, CDP-Star luminescence, 30 min; active compounds read high; 1 = vehicle-only enzyme, 0 = enzyme-free background; Intestinal-type alkaline phosphatase (Homo sapiens), P09923; 330,000 tested, 0.16% active;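 active means activation factor of the enzyme at least 2-fold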; further: the source names both 10 and 20 µM as test concentration; values of inactives mirror those of a sister screen read the other way
Target sequence (P09923 whole entry, looked up): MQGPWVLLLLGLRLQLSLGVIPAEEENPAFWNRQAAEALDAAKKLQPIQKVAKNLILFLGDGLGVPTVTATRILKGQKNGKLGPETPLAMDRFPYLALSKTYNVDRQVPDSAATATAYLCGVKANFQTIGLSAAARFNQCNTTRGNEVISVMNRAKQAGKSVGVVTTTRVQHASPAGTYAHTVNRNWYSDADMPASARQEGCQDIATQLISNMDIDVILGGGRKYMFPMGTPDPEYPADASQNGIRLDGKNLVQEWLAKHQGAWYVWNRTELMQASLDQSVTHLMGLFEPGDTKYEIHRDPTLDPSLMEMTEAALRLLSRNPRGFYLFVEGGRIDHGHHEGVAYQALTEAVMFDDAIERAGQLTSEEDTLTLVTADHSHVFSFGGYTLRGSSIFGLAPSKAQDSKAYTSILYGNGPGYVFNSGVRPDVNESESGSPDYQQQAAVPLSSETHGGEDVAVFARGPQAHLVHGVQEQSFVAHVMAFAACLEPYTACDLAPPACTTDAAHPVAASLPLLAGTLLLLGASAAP
hIAP inh: human IAP inhibitors, primary screen, biochemical, luminescence, uHTS. Intestinal-type alkaline phosphatase (Homo sapiens), P09923. purified IAP, CDP-Star luminescence, 30 min. inhibition, % at 10 µM. 330,000 tested, 0.12% active. AID 2544, 2010;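 active means inhibition reaching a set limit with compound at 10 µM in the primary screen, cut at about 35% in these data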;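 further: plate controls were DMSO wells with enzyme for no effect and no-enzyme buffer wells for full effect; values of inactives mirror those of a sister screen read the other way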
APOBEC3A inh: APOBEC3A ssDNA deaminase inhibitors, primary screen, selectivity assay for APOBEC3G inhibitor project, biochemical, FAM/TAMRA oligo cleavage fluorescence. recombinant A3A, FAM/TAMRA ssDNA deamination fluorescence. 330,000 tested, 0.41% active. DNA dC->dU-editing enzyme APOBEC-3A (Homo sapiens), P31941. inhibition, % at 20 µM. AID 493011, 2011;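 active means at least 40% inhibition at 20 µM here, with at most 30% in a related deaminase screen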;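 further: plate controls were A3A with DMSO for no effect and wells lacking A3A enzyme for full effect; some results filed as inactive read as strong as hits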
Target sequence (P31941 whole entry, looked up): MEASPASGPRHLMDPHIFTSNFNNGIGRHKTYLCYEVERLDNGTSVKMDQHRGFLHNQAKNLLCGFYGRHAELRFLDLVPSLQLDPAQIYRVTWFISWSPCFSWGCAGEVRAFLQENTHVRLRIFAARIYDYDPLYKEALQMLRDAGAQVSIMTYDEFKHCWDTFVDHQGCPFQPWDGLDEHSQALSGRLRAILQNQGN
mIAP act: activators of mouse IAP, primary screen, biochemical, luminescence, uHTS. intestinal alkaline phosphatase [Mus musculus]. muIAP, CDP-Star luminescence, 30 min; active compounds read high; 1 = vehicle-only enzyme signal, 0 = enzyme-free wells. activation factor at 10 µM. 330,000 tested, 0.24% active;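 active means activation factor of at least 2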; further: the source names both 10 and 20 µM as test concentration; values of inactives mirror those of a sister screen read the other way
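Assay system: mouse IAP enzyme / Compound: DMSO-dissolved test compounds / Timing: 30 min, room temperature / Measured by: luminescence from enzymatic CDP-Star hydrolysis / Control set: DMSO-only wells, enzyme-free buffer wells as negative control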
SENP1 FRET inh: human SENP1 catalytic domain inhibitors, primary screen, biochemical, FRET, uHTS. recombinant SENP1 catalytic domain, CyPet-SUMO1-YPet FRET cleavage. inhibition, % at 10 µM. 360,000 tested, 0.21% active;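 active means inhibition at least 30% at 10 µM, raw YFP signal under a set limit, fluorescence ratio 0.5 to 1.5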;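 further: 0% = enzyme with DMSO and 100% = no enzyme wells; some results filed as inactive read as strong as hits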
Target sequence (Q9P0U3 419-644 limits assumed): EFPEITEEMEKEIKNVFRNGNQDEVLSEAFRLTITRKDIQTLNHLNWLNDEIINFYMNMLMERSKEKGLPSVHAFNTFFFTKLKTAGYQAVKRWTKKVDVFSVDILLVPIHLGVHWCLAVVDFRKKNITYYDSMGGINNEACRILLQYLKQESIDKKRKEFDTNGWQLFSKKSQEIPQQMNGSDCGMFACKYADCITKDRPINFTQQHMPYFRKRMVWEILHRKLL
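system = hSENP1 catalytic domain, recombinant | reagent = SFCypet-SUMO1-SFYpet substrate at 25 nM | doses = one dose per compound, 10 µM, 0.5% DMSO | incubation = enzyme reaction for 50 min at room temperature, dark | measured by = FRET, CFP and YFP emission | controls = no-enzyme low, enzyme-DMSO high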
APOBEC3G inh: APOBEC3G DNA deaminase inhibitors, primary screen, biochemical, fluorescence, single-stranded DNA substrate, uHTS | 330,000 tested, 0.28% active | recombinant A3G, ssDNA deamination FAM/TAMRA fluorescence | inhibition, % at 20 µM | DNA dC->dU-editing enzyme APOBEC-3G (Homo sapiens), Q9HC16;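 active means inhibition of at least 40% at 20 µM, with no more than 30% in the related APOBEC3A deaminase screen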;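 further: plate controls were DMSO wells with A3G for no effect and wells lacking A3G enzyme for full effect; some compounds called inactive have numbers as strong as hits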
NALP3 yeast inh: NALP3 inflammasome inhibitors in reconstituted yeast, primary screen, luminescence, uHTS. inhibition, % at 10 µM. 330,000 tested, 0.39% active. Yeast reconstituted NLRP3/ASC/caspase-1, beta-gal luminescence, 24 h. AID 2825, 2010;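 active means inhibition of 50% or more; inactive means inhibition below 50%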;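 further: plate controls were induced DMSO wells for no effect and uninduced yeast grown without galactose for full effect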
MIN6 prolif: inducers of MIN6 beta-cell proliferation, primary screen, ATP luminescence, uHTS. MIN6 cells proliferation, ATPlite luminescence, 48 h; cells starved in 0.2% serum; 100% = growth in 10% serum. proliferation, % at 10 µM. 330,000 tested, 0.29% active;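 active means compounds whose signal lies at least 3.5 SD above the mean of all wells on their plate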;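 further: 0% = DMSO-treated cells in low-serum medium and 100% = 10% serum control; some compounds called inactive have numbers as strong as hits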
* hit, by the source's call; . = not tested or not shown. An excerpt; the hit share may differ from the screen's.

Every second line gives: mIAP block	hIAP activ	hIAP inh	APOBEC3A inh	mIAP act	SENP1 FRET inh	APOBEC3G inh	NALP3 yeast inh	MIN6 prolif
- S=C(NCC(c1ccco1)N1CCCC1)Nc1ccccc1 (stereo not given)
→ 2	0.9	10	-5	0.98	0	-9	12	2
- O=C(CC(=O)N/N=C/c1c(F)cccc1Cl)NCCc1ccccc1
→ -1	1	0	-2	1	0	10	17	-2
- Cc1ccc(NC(=O)COC(=O)CN2C(=O)C3CCCCC3C2=O)cc1S(=O)(=O)N1CCOCC1 (stereo not given)
→ 16	1	0	-2	0.84	1	-4	0	-1
- Cc1cc(S(=O)(=O)N2CCN=C2c2ccccc2)ccc1F
→ 4	1.1	-9	-1	0.96	1	-1	28	-3
- CCOC(=O)N1CCN(C(=O)c2ccc3nc(-c4ccccc4)c(-c4ccccc4)nc3c2)CC1
→ 6	1.2	-21	0	0.94	3	-5	9	-3
- COc1ccccc1C(=O)OCC(=O)NC(C)CCc1ccccc1 (stereo not given)
→ 4	1.2	-22	2	0.96	2	1	3	3
- Cc1nc2ccccc2nc1Nc1cccc(Cl)c1
→ 2	0.96	4	0	0.98	-15	0	18	-4
- C=CCN1C(=O)c2ccccc2Sc2ccc(C(=O)NCC(OC)OC)cc21
→ -2	1.1	-12	-6	1	0	-8	9	1
- C=CCn1c(SCC(=O)c2cccs2)nc2sc(C)cc2c1=O
→ 8	0.91	9	3	0.92	0	-1	28	-5
- C/C(=N\NC(N)=S)C1C2C3CC4C5CC(C42)C1C53 (stereo not given)
→ 0	1.1	-13	-3	1	-1	-2	12	-5
- O=C(CSc1nnc(-c2ccccc2)n1-c1ccc(Cl)cc1)N/N=C/c1ccccc1C(=O)O
→ -10	1.2	-23	-9	1.1	4	-4	8	-2
- COc1cc(CNc2ncn[nH]2)ccc1OCC(=O)NC(C)(C)C
→ -12	1.3	-27	-2	1.1	1	-12	6	-4
- CC(C)[C@H](NC(N)=O)C(=O)Nc1cccc(S(=O)(=O)N2CCOCC2)c1
→ 0	0.88	12	3	1	2	1	6	-1
- O=C(c1ccccc1NS(=O)(=O)c1ccc(Br)s1)N1CCOCC1
→ 3	0.8	20	-1	0.97	0	-7	9	-2
- Cc1c([N+](=O)[O-])cc(C(=O)Oc2ccc(Br)cc2C(=S)N2CCCCC2)cc1[N+](=O)[O-]
→ -2	1.1	-9	-1	1	0	-7	31	-5
- CCc1sc(C(=O)Nc2cccc(C(C)=O)c2)cc1C
→ 5	0.96	4	-1	0.95	3	-3	21	3
- Cc1cccc(N2C(=O)CC(N3CCN(c4cccc(C(F)(F)F)c4)CC3)C2=O)c1 (stereo not given)
→ 8	0.84	16	2	0.92	4	-1	-5	0
- CC(C)c1ccc(S(=O)(=O)N(C)C2(C)CCS(=O)(=O)C2)cc1 (stereo not given)
→ 0	1	-2	-3	1	1	-3	12	2
- COc1ccccc1N1C(=O)Cc2ccccc2C1=O
→ -6	1	-4	1	1.1	-4	9	19	0
- CCNC(=O)CC1C(=O)N(c2ccc(F)cc2)C(=O)N1CCc1ccc(OC)cc1 (stereo not given)
→ 2	0.91	9	-3	0.98	2	-7	9	1
- CNC(=O)COC(=O)c1ccc(-c2nc3ccccc3s2)s1
→ 0	0.83	17	3	0.99	-6	-8	11	-2
- CC(=O)N1CCN(c2ccc(NC(=O)c3ccc(Br)o3)cc2Cl)CC1
→ -2	1.2	-20	5	1	1	-3	11	-2
- Cc1ccc(S(=O)(=O)CCC(=O)Oc2ccc3c(C)cc(=O)oc3c2)cc1
→ -5	1.1	-12	-1	1	-114	-2	6	-3
- Cc1cc(NC(=O)CCC(=O)N(CC(=O)NC2CCCC2)c2ccc3c(c2)OCCO3)no1
→ -6	1	-5	-1	1.1	-1	-4	-1	-1
- COc1cc(C2C(=O)c3ccccc3C2=O)ccc1O
→ 7	0.92	8	-6	0.93	-22	-7	66*	0
- Cc1noc(C)c1CCC(=O)NC1CCCN(Cc2ccc(Cl)cc2)C1 (stereo not given)
→ -1	0.9	10	-1	1	1	-4	5	3
- O=c1[nH]c2ccc(S(=O)(=O)N3CCN(C4CCCCC4)CC3)cc2[nH]c1=O
→ -1	0.85	15	2	1	1	-1	9	0
- S=C(NCc1ccccc1)NCc1ccc2c(c1)OCO2
→ -34	0.87	13	-5	1.3	1	-10	7	0
- COc1ccc(S(=O)(=O)N(C)c2ccc(C(=O)NCC3CCCO3)cc2)cc1OC (stereo not given)
→ 4	0.98	2	2	0.95	1	-2	22	-4
- COc1ccc(C(=O)N/N=C\c2coc3ccccc3c2=O)cc1
→ 0	0.98	2	-4	1	2	-1	14	4
- Cc1c(N/C=C/C(=O)C(F)(F)F)c(=O)n(-c2ccccc2)n1C
→ 4	0.84	16	-3	0.96	-1	-5	6	1
- Cc1ccc(-c2nnc(N3CCCCC3)c3ccccc23)cc1S(=O)(=O)N(C)C
→ -6	1.1	-7	-2	1.1	1	-2	9	-1
- COc1ccc(CNC(=O)c2ccc(CS(=O)(=O)Cc3ccccc3F)o2)cc1
→ 1	0.95	5	0	0.99	-2	-2	6	-1
- O=C(Nc1cccc(-c2cn3cccnc3n2)c1)c1ccc(Br)o1
→ -2	1.2	-25	-6	1	-6	-3	8	-1
- O=C(NCc1ccco1)C1c2ccccc2Oc2ccccc21
→ -6	1.1	-11	14	1.1	-6	7	15	0
- COC(=O)C1=C(C(=O)OC)[C@@H]2N(C)c3ccccc3[C@@]23C[C@@H](CO)N=C3N1
→ -22	1	0	-6	1.2	.	-6	-10	-1
- Fc1ccccc1-c1nc(NCc2ccco2)c2ccccc2n1
→ 2	0.98	2	1	0.98	2	2	17	-1
- O=C(Nc1ccc(Cl)cc1F)C1CC1c1ccccc1 (stereo not given)
→ -10	1.1	-8	-2	1.1	-4	-1	24	-1
- CCCn1c(C)cc(C(=O)CSc2nc3ccccc3c(=O)n2Cc2ccco2)c1C
→ 15	0.98	2	-1	0.85	-1	-2	13	-4
- CN(C)c1ccc(/C=N/N=C2/NC(=O)/C(=C/c3ccc([N+](=O)[O-])cc3)S2)cc1
→ 18	1.2	-16	-3	0.82	40	-5	19	-6
- COc1cccc(-c2nn(-c3ccc(C)cc3)cc2C(=O)NCC(c2cccs2)N2CCOCC2)c1 (stereo not given)
→ -20	1.1	-14	-1	1.2	-2	-6	11	-7
- COc1ccc(C)cc1NC(=O)CCN1CC(C)OC(C)C1 (stereo not given)
→ -10	1.1	-8	-3	1.1	-1	-14	18	-2
- CN1CCN(Cc2cccc(Oc3ccccc3)c2)CC1
→ 5	0.78	22	-4	0.95	-1	-8	8	-1
- O=C(NCc1ccc2c(c1)OCO2)c1cccnc1Cl
→ 2	1.1	-8	-3	0.98	-1	-7	19	2
- COc1ccc(NC(=O)CCNS(=O)(=O)c2ccc(Cl)c([N+](=O)[O-])c2)cc1S(N)(=O)=O
→ 6	0.9	10	0	0.94	-2	-5	3	-2
- CN(Cc1cnccn1)C(=O)C1CCC(=O)N(CCc2ccc(Cl)cc2)C1 (stereo not given)
→ 6	1.1	-8	-5	0.94	2	-9	5	9
- S=C(NCc1ccco1)NCC(c1ccco1)N1CCCCC1 (stereo not given)
→ -10	1.1	-7	-1	1.1	3	3	7	-1
- CCS(=O)(=O)c1nc2ccccc2n1CC(=O)N1CCCCC1
→ -14	1	-2	-2	1.1	2	-4	4	0
- O=[N+]([O-])c1ccc2nc(-c3ccccc3)n(OCc3ccc(Cl)cc3)c2c1
→ -2	1	-4	8	1	4	2	3	-4
- COc1ccc(/C=N/Nc2nccnc2Cl)cc1
→ -3	0.97	3	-1	1	2	-3	23	-2
- COC(=O)c1c(NC(=S)NNS(=O)(=O)c2ccc(OC)cc2OC)sc2c1CCCCCC2
→ 11	1.1	-14	-5	0.89	-1	-7	26	-7
- Cc1cc(C(=O)NN=C2CCCCCC2)c(C)o1
→ -5	1.1	-8	-4	1.1	0	-5	-3	-2
- O=C(Nc1cccc(Cl)c1)c1ccc(NCCCN2CCOCC2)c([N+](=O)[O-])c1
→ 16	0.82	18	-4	0.84	3	-9	24	-4
- CCOC(=O)C1(CCOc2ccccc2)CCN(C(=O)c2ccc(-n3cccn3)cc2)CC1
→ 1	0.92	8	-3	0.99	0	-8	-11	-2
- COc1cc(OC)cc(C(=O)OCCCOC(=O)c2cc(OC)cc(OC)c2)c1
→ 10	1.1	-12	0	0.9	1	-8	13	3
- COc1ccc2[nH]cc(C(=O)CN3CCN(C(=O)c4ccco4)CC3)c2c1
→ -5	1	-2	4	1	-2	0	14	-1
- COc1cc(/C=C/C(=O)OCC(=O)NCCCc2ccccc2)ccc1O
→ 16	1	0	-4	0.84	-44	-3	0	-2
- O=C(NCCCN1CCOCC1)c1ccc2c(=O)n(Cc3cccc(Br)c3)c(=S)[nH]c2c1
→ 16	0.92	8	-4	0.84	-1	-8	35	0
- CCOc1ccc(NC(=S)N2CCC(NC(=O)c3ccccc3)CC2)cc1
→ 3	0.94	6	-3	0.97	2	-7	21	0
- Cc1ccc(N2C(=O)/C(=C/c3ccco3)SC2=S)cc1
→ 49*	0.95	5	7	0.51	2	1	17	3

Next structures.
Every second line gives: mIAP block	hIAP activ	hIAP inh	APOBEC3A inh	mIAP act	SENP1 FRET inh	APOBEC3G inh	NALP3 yeast inh	MIN6 prolif
- CCC(=O)N(Cc1cc(=O)[nH]c2ccccc12)C1CCCCC1
→ 4	0.98	2	-1	0.96	2	-2	7	0
- CC(Sc1nc(C(F)(F)F)nc2ccccc12)C(=O)NC1CCCC1 (stereo not given)
→ 3	0.86	14	-3	0.97	1	-8	52*	3
- CCC(C)(C)n1nnnc1C(C(C)C)N(Cc1cccnc1)Cc1ccco1 (stereo not given)
→ 6	1.1	-7	2	0.94	1	0	16	1
- COc1ccccc1N(C)S(=O)(=O)c1ccc(C(=O)OCC(=O)NCCC2=CCCCC2)cc1
→ 16	1.1	-7	-1	0.84	-3	0	1	-1
- CCC(=O)NC(=S)Nc1ccc(NC(=O)c2ccco2)c(OC)c1
→ 6	1.1	-7	-3	0.94	1	-3	16	1
- COc1ccc(-n2cc(CN(C)Cc3n[nH]c(=O)[nH]3)c(-c3cccc(F)c3)n2)cc1
→ 7	1.2	-22	5	0.93	-4	-2	8	-3
- C(=C\c1ccccc1)/CN1CCN(Cc2ccc3c(c2)OCO3)CC1
→ -5	0.83	17	-1	1.1	1	4	23	-4
